RAD52 anneal inh – RAD52 (human) annealing inhibition; P43351; recombinant RAD52 DNA annealing, FRET fluorescence; inhibition, % at 18.7 µM; 0.46% of 360,000 active; AID 651710;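 active = every replicate showing at least 50% inhibition; inconclusive = mean inhibition at least 50% but not in every replicate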
Xi reactivation – X-chromosome reactivation activator | XiGFP mouse fibroblasts, % GFP-positive cells imaging, 3 d; cells co-treated with 5-aza-dC sensitizer; scaled so ellipticine positive control = 100% | activation, % at 7.58 µM | 0.055% of 360,000 active | AID 743238;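 active = mean normalized replicate activation at least 10% and every replicate at or above 10%; inconclusive = only one of the two criteria met; inactive = mean below 10% and not all replicates reach 10%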;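 also: 0% = median of on-plate neutral control wells and 100% = ellipticine 6 µM median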
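System: 68-5-11 XiGFP fibroblast line; Timing: 3 days compound exposure; Compound dosing: one concentration, pinned; Benchmarks: positive control ellipticine, 6 µM final; Buffer or medium: DMEM containing 5-aza-dC.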
CFTR F508del cor – CFTR F508del correction in bronchial cells; AID 720511; 0.36% of 350,000 active; activity (quench increase), % at 7.58 µM; CFBE cells, YFP halide quenching; stimulated with forskolin plus potentiator P3; % fluorescence drop versus neutral controls;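 active = mean added fluorescence quench of at least 8% versus neutral control, with both replicates also reaching 8%; inconclusive = only one of the mean or replicate conditions met; inactive = mean below 8% and not both replicates reaching 8%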;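 also: cells transiently co-express mutant CFTR-F508del with the halide-sensitive YFP; corrector assay measuring rescue of mutant channel to the surface after 24 h compound exposure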
RAD54 inh – inhibitors of human RAD54 branch migration. Q92698. 0.14% of 360,000 active. inhibition, % at 10.4 µM. AID 602329. RAD54 Holliday junction branch migration, FAM/BHQ fluorescence;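 active = mean normalized replicate activity at least 40 and at least half of replicates scoring 40 or more; inconclusive = only one of the two criteria met; inactive = mean below 40 and under half of replicates reaching 40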;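 also: 0% = median of neutral control wells and 100% = median of positive control wells; inhibitors cause a drop in the FAM fluorescence signal; in these data hits start at about 50%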
CASP6 VEID inh – caspase-6 (human) enzyme inhibition | P55212 | purified caspase-6, Z-VEID-R110 cleavage fluorescence | inhibition, % at 12.5 µM | 0.53% of 350,000 active;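 active = mean inhibition across replicates at least about 35%, with every replicate also reaching that limit, limit read from the data; inconclusive = only one of the two criteria met; inactive = neither criterion met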;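 also: 0% = median of neutral control wells and 100% = no fluorescence left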
Target sequence (P55212 24-179 limits assumed): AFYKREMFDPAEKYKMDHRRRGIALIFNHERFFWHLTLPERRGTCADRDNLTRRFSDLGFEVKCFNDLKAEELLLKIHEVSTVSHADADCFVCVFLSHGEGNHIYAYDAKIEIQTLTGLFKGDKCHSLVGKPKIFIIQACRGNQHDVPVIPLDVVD
Target sequence (P55212 194-293 limits assumed): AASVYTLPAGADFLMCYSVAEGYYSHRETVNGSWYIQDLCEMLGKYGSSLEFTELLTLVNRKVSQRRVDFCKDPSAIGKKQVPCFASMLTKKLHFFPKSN
DENV2 CPE – protects cells from dengue virus 2 cytopathic effect. DENV2-infected cells, cytopathic effect rescue, plate reader. CPE inhibition, % at 9.99 µM. 1.7% of 350,000 active; in the data active = CPE inhibition above about 20%, passing the limit was not always enough; inconclusive = no clear call, values can overlap the other calls; tested in BHK-21 cells;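 also: 0% = median of neutral control wells and 100% = median of positive control wells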
E-sel inducer – E-selectin induction on HUVECs | P16581 | HUVEC E-selectin immunofluorescence imaging; normalized: neutral wells 0, TNF-alpha wells 100 | AID 686992 | 0.37% of 260,000 active | activation, % at 7.58 µM;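 active = mean E-selectin-positive cell signal at least 10% of the positive control, reached in at least 60% of replicates, without over 20% cell loss; inconclusive = no rule given, readout overlaps actives, possibly toxicity-flagged; inactive = the rest, including those meeting only one limit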;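 also: in these data hits start at about 27%; measured in HUVEC primary endothelial cells; signal is the percent of cells scored E-selectin positive by PE staining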
Target sequence (P16581 whole entry, looked up): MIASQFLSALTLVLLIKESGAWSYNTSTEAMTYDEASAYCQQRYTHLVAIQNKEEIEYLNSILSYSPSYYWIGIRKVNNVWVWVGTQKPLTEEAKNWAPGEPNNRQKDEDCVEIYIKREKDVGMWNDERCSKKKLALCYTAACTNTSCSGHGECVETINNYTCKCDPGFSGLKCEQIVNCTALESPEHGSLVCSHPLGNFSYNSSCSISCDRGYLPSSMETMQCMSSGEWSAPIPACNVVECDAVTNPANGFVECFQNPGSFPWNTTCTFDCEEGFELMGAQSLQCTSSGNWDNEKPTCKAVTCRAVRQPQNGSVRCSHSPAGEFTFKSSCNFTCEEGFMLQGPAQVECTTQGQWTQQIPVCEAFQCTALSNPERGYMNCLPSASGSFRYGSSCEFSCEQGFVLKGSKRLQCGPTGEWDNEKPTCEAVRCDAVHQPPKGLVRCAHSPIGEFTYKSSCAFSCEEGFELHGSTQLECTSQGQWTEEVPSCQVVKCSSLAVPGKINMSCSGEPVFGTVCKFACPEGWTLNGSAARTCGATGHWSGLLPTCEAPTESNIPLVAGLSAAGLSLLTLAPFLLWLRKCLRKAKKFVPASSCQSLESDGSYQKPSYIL
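Material: HUVEC primary endothelial cells; Amount: 3,000 cells per well; Dosing: single concentration; Medium: EGM-2 growth medium on 0.1% gelatin-coated wells; Read-out basis: percent E-selectin-positive cells; Signal: immunofluorescence imaging; Control set: TNF-alpha, DMSO.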
GSIS activator – primary screen for activators of insulin secretion dependent on glucose, INS-1E cells, GLuc reporter luminescence | INS-1E GLuc reporter insulin secretion, 2-3 h | activation, % at 16.6 µM | 0.61% of 370,000 active;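 active = lowest replicate activation of at least 40%, so every replicate reaches that level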;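 also: 0% = median of neutral control wells and 100% = median of IBMX positive control wells; some compounds called inactive have numbers as strong as hits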
Active calls of the source: *; i = inactive; ? = inconclusive; . = no result given. Outcome played no part in choosing rows; about 3.7% have a hit in one of these screens.

Results follow in this order: RAD52 anneal inh	Xi reactivation	CFTR F508del cor	RAD54 inh	CASP6 VEID inh	DENV2 CPE	E-sel inducer	GSIS activator
(1) COc1ccc(S(=O)(=O)Nc2ccc3c(c2)C(=O)N([C@H](C)CO)C[C@H](C)[C@H](CN(C)C(=O)Cc2ccccc2)OCCCC[C@@H](C)O3)cc1
→ -12	-0.7	0.3	.	1	-9	-0.2	-12
(2) Cc1cc(N2CCN(C)CC2)nc2ccc(NC(=O)c3ccccc3F)cc12
→ 7	0.0	2.3	22	-12	0	.	-3
(3) Cc1ccnc(NS(=O)(=O)c2ccc(NC(=O)C3CC3)cc2)n1
→ -14	0.0	-1.4	-2	5	2	-0.1	23
(4) Cc1ccc(S(=O)(=O)N[C@@H]2C=C[C@@H](CC(=O)N3CCc4ccccc4C3)O[C@@H]2CO)cc1
→ -4	0.1	-0.1	12	0	28*	-0.1	12
(5) CCOC(=O)c1c(C)[nH]c(C)c1S(=O)(=O)N(C)CC(=O)Nc1ccccc1OC
→ -9	0.0	1.5	-9	-2	-6	1.1	-7
(6) Fc1ccc(C2c3cccn3CCN2C(=S)Nc2cccc(F)c2)cc1 (centres undefined)
→ -75	0.9	0.4	1	-1	1	0.2	-12
(7) O=C(O)c1cnn2cc(-c3[nH]ncc3[N+](=O)[O-])cnc12
→ -27	0.1	-1.0	.	2	4	.	12
(8) O=C(NCc1ccc2c(c1)OCO2)[C@H]1[C@H](CO)[C@H]2Cn3c(cccc3=O)[C@@H]1N2Cc1cncnc1
→ 11	-0.1	-1.1	-4	1	3	1.2	4
(9) O=C(c1cc2ccccc2c(=O)o1)N1CCCC1
→ -5	0.0	.	.	-3	-14	.	0
(10) C[C@@H]1CN([C@@H](C)CO)C(=O)c2cccc(N(C)C)c2O[C@H]1CN(C)S(=O)(=O)c1ccc(F)cc1
→ 5	0.2	-2.9	-6	0	20	.	20
(11) CCCc1ccc2ccc3ccccc3c2n1
→ -1	0.1	-2.6	-2	1	9	0.0	13
(12) CCCCc1c(-c2ccccc2OC)ncn1Cc1ccc(OC)cc1
→ -11	0.1	1.3	.	2	-10	0.0	-27
(13) COc1cc2cnc(-c3ccccc3)c(-c3cc(OC)c(OC)c(OC)c3)c2cc1OC
→ -189	0.0	2.2	-2	3	18	.	18
(14) COc1cc(O)c(C(CC(=O)N2CCCC(C)C2)c2ccc3c(c2)OCO3)c(OC)c1 (centres undefined)
→ -7	-0.1	0.1	-2	5	-10	-0.1	-13
(15) CCOC(=O)c1c(NC(=O)CC2Sc3ccc(C(F)(F)F)cc3NC2=O)sc(C)c1C (centres undefined)
→ 1	0.0	.	.	-4	-1	0.6	25
(16) COc1cc(/C=C(\C#N)C(=O)Nc2ccccc2)ccc1OCCN1CCOCC1
→ -15	0.0	-1.3	4	1	-6	-0.6	-53
(17) C[C@H](CO)N1C[C@H](C)[C@@H](CN(C)C(=O)C2CCCCC2)Oc2cc(-c3cncnc3)ccc2S1(=O)=O
→ 13	-0.3	1.3	-2	1	0	-0.8	-3
(18) CCCC(=O)Nc1ccc2c(c1)C(=O)N(C)[C@H]1CC[C@@H](CC(=O)NCC3CC3)O[C@@H]1CO2
→ 0	0.3	1.6	-2	-2	?	0.0	6
(19) O=C(C[C@H]1CC[C@@H]2[C@H](COC[C@H](O)CN2C(=O)Nc2cc(Cl)cc(Cl)c2)O1)NCC1CCCCC1
→ 14	0.1	0.8	3	0	-5	0.4	-26
(20) CC(=O)Nc1ccc(S(=O)(=O)N2CCCCC2C(=O)O)cc1 (centres undefined)
→ -3	0.2	-5.5	.	-2	-2	0.0	13
(21) C[C@@H]1CN([C@@H](C)CO)C(=O)c2ccccc2-c2ccccc2CO[C@H]1CN(C)S(=O)(=O)c1ccccc1F
→ .	-1.1	-0.4	.	.	.	1.0	-9
(22) O=C(O)c1ccccc1C(=O)NNc1cccc(Cl)n1
→ -25	0.1	0.5	.	0	9	.	1
(23) Cc1cccc(C(=O)N2CCCCCC2)c1[N+](=O)[O-]
→ -10	0.0	-0.8	.	-2	2	0.9	0
(24) CCOC(=O)C1CCN(C(=O)CSc2c3c(nc4ccccc24)CCC3)CC1
→ -10	0.3	1.1	.	0	-2	.	9
(25) O=C(Nc1ccc2c(c1)[C@H]1C[C@@H](CC(=O)N3CCCCC3)O[C@@H](CO)[C@H]1O2)c1ccc2c(c1)OCO2
→ 1	0.6	5.1	10	-2	-5	0.0	0
(26) N#Cc1c(N2C(=O)Nc3ccccc3N2O)sc2c1CCCCCC2
→ -12	0.0	-2.0	7	2	-4	.	-15
(27) O=C(CN1C(=O)C2CC=CCC2C1=O)N1CCN(S(=O)(=O)c2ccccc2)CC1 (centres undefined)
→ -5	0.0	1.3	2	-5	2	0.3	10
(28) Cc1cc(OCC(=O)NCCCN2CCCC2=O)c2c(C)c(C)c(=O)oc2c1
→ 5	0.0	1.7	-11	1	3	-0.2	-3
(29) CC(=O)Oc1ccc(Cn2c(C)c(C(=O)NCc3ccccc3C(F)(F)F)sc2=O)cc1
→ -13	-0.1	1.4	-3	-3	-2	.	-21
(30) CCOC(=O)CSC1=NC(=O)/C(=C/c2ccc(Br)cc2)S1
→ -19	-0.2	-1.0	.	2	0	2.1	-30
(31) C[C@H]1CN([C@@H](C)CO)C(=O)Cc2cc(NS(=O)(=O)c3cccs3)ccc2O[C@H]1CN(C)S(=O)(=O)c1ccc(F)cc1
→ -43	0.1	2.0	.	2	0	0.1	-10
(32) COc1ccc(Cc2nnc(SCC(=O)Nc3ccccc3C#N)o2)cc1
→ -5	0.0	2.4	-5	1	-2	.	4
(33) CC(C)NC(=O)N1C[C@H]2[C@@H](c3ccccc31)[C@@H](CO)N2Cc1ccccn1
→ .	0.4	3.6	2	.	.	0.3	2
(34) CCC(Oc1ccccc1)C(=O)Nc1cc(C)on1 (centres undefined)
→ -3	0.1	2.2	-8	-2	?	24	.
(35) COc1ccccc1C(=O)NC(=S)Nc1ccc(N2CCOCC2)cc1
→ -1	0.4	1.9	-2	4	5	0.0	-3
(36) COc1ccc(S(=O)(=O)N(C)c2ccc(C(=O)N3CCCC3)cc2)cc1
→ -30	0.0	0.0	.	0	2	.	-1
(37) Cc1noc(C)c1C(=O)OC(C)C(=O)Nc1ccc2c(c1)OCO2 (centres undefined)
→ 1	-1.1	0.0	0	-1	9	0.1	.
(38) Cc1cc(C)c(S(=O)(=O)NC2CC2)c(C)c1
→ -12	-0.1	-2.8	-5	1	-3	.	-1
(39) O=C(Nc1ccc2c(c1)[C@H]1C[C@H](CC(=O)N3CCc4ccccc4C3)O[C@H](CO)[C@H]1O2)Nc1ccccc1F
→ 24	0.0	0.2	-2	2	3	-0.5	1
(40) CCNC(=O)C1(C)CCCN(Cc2ccc(-c3ccccc3)o2)C1 (centres undefined)
→ -7	0.0	-1.2	-3	2	-2	0.1	1
(41) CC(=O)N1[C@@H]2Cn3c(ccc(C4=CCCC4)c3=O)[C@H]1[C@@H](C(=O)N[C@@H](C)c1ccccc1)[C@@H]2CO
→ -16	0.1	-1.7	-4	1	13	0.2	-5
(42) CCOC(=O)N1CCN(C2CCCN(C(=O)c3cccc(N(C)C)c3)C2)CC1 (centres undefined)
→ 3	0.0	2.0	-19	-5	?	.	-2
(43) O=C(C[C@H]1CC[C@@H](NS(=O)(=O)c2ccc(F)cc2)[C@@H](CO)O1)NCc1ccncn1
→ 0	0.2	0.7	5	1	-12	-1.8	24
(44) COc1ccccc1NC(=O)N(C)C[C@H]1OCc2ccccc2-c2ccccc2C(=O)N([C@H](C)CO)C[C@H]1C
→ .	-0.1	0.3	.	.	.	-0.1	2
(45) CCN1/C(=C/c2ccc3cc(C)ccc3[n+]2CC)Sc2cc(C)c(C)cc21
→ i	162*	-3.3	.	-35	5	.	-50
(46) C[C@@H]1CN([C@@H](C)CO)C(=O)c2cc(NC(=O)C3CC3)ccc2O[C@@H]1CN(C)C(=O)Nc1cccc2ccccc12
→ 10	-1.1	-1.0	-9	2	-3	0.0	13
(47) Cc1ccc(OCC(=O)c2cc(C)n(-c3cc(C)on3)c2C)c([N+](=O)[O-])n1
→ -17	0.2	0.0	0	4	0	-0.3	-12
(48) O=C(OCC1OC(n2cc(Br)c(=O)[nH]c2=O)C(Br)C1O)c1ccccc1 (centres undefined)
→ -8	0.2	-0.5	-15	1	-6	0.5	-3
(49) C[C@@H]1CN([C@@H](C)CO)C(=O)Cc2cc(NC(=O)Nc3ccccc3)ccc2O[C@@H]1CN(C)C(=O)Nc1ccc(C(F)(F)F)cc1
→ .	-0.4	-1.6	6	.	-16	0.3	-12
(50) N#CC(C#N)=C1C(=O)N(CCN2CCCCC2)c2ccccc21
→ -7	0.1	-5.0	-12	-15	-1	.	-9

The list continues.
Results follow in this order: RAD52 anneal inh	Xi reactivation	CFTR F508del cor	RAD54 inh	CASP6 VEID inh	DENV2 CPE	E-sel inducer	GSIS activator
(51) C[C@@H](NC(=O)C[C@H]1C[C@@H]2c3cc(NC(=O)CN(C)C)ccc3O[C@@H]2[C@@H](CO)O1)c1ccccc1
→ 4	0.5	-0.7	-8	-1	10	0.1	-5
(52) COc1ccc(NC(=O)Nc2ccc3c(c2)C(=O)N([C@@H](C)CO)C[C@@H](C)[C@@H](CN(C)S(=O)(=O)c2ccc(F)cc2)OCCCC[C@H](C)O3)cc1
→ -1	0.0	-3.8	0	-3	1	.	25
(53) Cc1cccn2c(CN[C@@H]3CCCC[C@H]3c3ccccc3)c(C(=O)N3CCOCC3)nc12
→ -7	-0.1	-0.2	5	8	-6	-0.3	3
(54) COc1cccc(-c2ccc3c(c2)[C@H]2[C@H](CCN2C(=O)c2ccc(F)cc2)[C@@H](CO)N3C)c1
→ .	0.1	-1.7	4	.	.	-0.8	-6
(55) CC1CN(C(=O)CCC(=O)N2CCN(c3ccccn3)CC2)c2ccccc2O1 (centres undefined)
→ -10	3.8	-0.5	6	0	-7	0.4	-21
(56) COc1ccc(NC(=O)CSc2nc3ccccc3c(=O)n2CCCN2CCOCC2)c(OC)c1
→ 0	0.0	1.8	6	0	8	.	-4

Bioassay records: PubChem, Broad Institute
